# BRCA1 expr up: increases BRCA1 expression. MCF7-BRCA1-FFLuc reporter, luminescence, 48 h; response scale: scaled: vehicle 0%, 10 µM genistein 100%. Potency, µM (doses to about 46.1 µM), inactives show top-dose activation, hits mostly activators. hit rate 1.1% among 380,000; active = well fitted activation curve with a large enough effect; inconclusive = small, poorly fitted or top-dose-only effect; inactive = no such curve, though single readings can be large or run the other way; note: nearly all actives have a fitted effect of over 80% in size; some results filed as inactive show a strong effect at the top dose
#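 Activators of BRCA1 expression were detected as increased firefly luciferase luminescence in engineered MCF7 cells after 48 h compound incubation. Signals were scaled to genistein 10 microM as full activation.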
# MLL CXXC-DNA inh: MLL CXXC-DNA interaction inhibition; hit rate 0.037% among 290,000; MLL-CXXC / FITC-HOXA9 DNA fluorescence polarization; Potency, µM (highest dose often 115 µM), without a hit: at the top dose activity change, negative = inhibition, most hits filed as inhibitors; active = well fitted inhibition curve with a large enough effect in the polarisation, with a control signal flat, not every such curve was filed as active; inconclusive = small, poorly fitted or top-dose-only effect, or effect the other way, or a change in a side signal; inactive = no such curve, though single readings can be large or run the other way; the % refers to the polarisation
#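 Purified MLL-CXXC (added from a 7 uM solution) was preincubated 5 min at ambient with pinned compounds in 50 mM Tris-HCl pH 7.5, 50 mM NaCl, 1 mM DTT, 0.05% BSA. Fluorescein-labeled HOX-A9 DNA (50 nM solution) followed, 30 min, then polarization read.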
# * hit, by the source's call; ? = inconclusive; nt = not tested or not shown; & = joins results of further samples. Potency is the fitted concentration of half-maximal effect. An excerpt; rates above refer to the full screens.
# Sequence of screens – BRCA1 expr up | MLL CXXC-DNA inh
CSc1ccc(CCNC(=O)C(C)n2c(C)c3cnn(-c4ccccc4)c(=O)c3c2C)cc1 (configuration not stated)
 : -21% | nt
COc1ccc(-c2ccc(C(=O)NCC3CC3)c3occc23)c(C)c1
 : 1% | nt
Cc1ccc2c(c1)c1c(c(=O)n(Cc3ccccc3)c(=O)n1Cc1cccc(F)c1)n2C
 : 6% | nt
CC(=O)NC(Cc1ccc(I)cc1)C(=O)NCC(N)C(=O)c1ccccc1 (configuration not stated)
 : -21% | nt
COc1cccc(CNc2nc3cc(-c4ccc(OC)c(OC)c4)sc3c(=O)n2C)c1
 : 0% | nt
Cc1ccc(F)c(S(=O)(=O)NC(=O)C2(C)CCN2C(=O)C/C=C/c2ccccc2)c1 (configuration not stated)
 : 1% | nt
CC1(C(=O)NCc2cccc3ccccc23)CCN1C(=O)Cc1ccc(-c2ccccc2)cc1 (configuration not stated)
 : -39% | nt
CCn1cc(C(=O)NCc2ccccc2)c(=O)c2cc(S(=O)(=O)N3CCCCCC3)ccc21
 : -12% | nt
CCc1nc2ccc(C(=O)N3CCN(c4ccccc4)CC3)cn2c1N(C)CCCc1ccccc1
 : -37% | nt
Cc1nc2cc(-c3ccc(Cl)cc3)nn2c(C)c1CCC(=O)N1CCN(c2ccccc2)CC1
 : -52% | nt
CC(=O)Nc1cccc(-c2csc(C(NC(C)=O)c3ccc(F)c(F)c3)n2)c1 (configuration not stated)
 : -28% | nt
CCOc1cccc2sc(NC(=O)c3ccc(S(=O)(=O)N4CCCCC4)cc3)nc12
 : 2% | nt
O=C(OC1CC2CC1[C@H]1CCCCN1C2=O)N1CCC(c2ccccc2)CC1 (some centres not stated)
 : -3% | nt
CCOC(=O)CC(NC(=O)CCc1c(C)nc2cc(-c3ccccc3)nn2c1C)c1ccc(C)cc1 (configuration not stated)
 : -18% | nt
O=C(Nc1nnc([C@@H]2C[C@H](O)[C@@H](CO)O2)s1)Nc1ccccc1C(F)(F)F
 : 26% | nt
Cn1c(=O)oc2cc(S(=O)(=O)N3CCCC(C(=O)N4CCN(c5cccc(Cl)c5)CC4)C3)ccc21 (configuration not stated)
 : -15% | nt
CCOC(=O)[C@]12CCC=C1N(Cc1ccccc1)C(=O)[C@H](CC(=O)NCCCCc1ccccc1)C2
 : -26% | nt
CC(=O)c1ccc(NC(=O)C(Cc2ccccc2)NS(=O)(=O)c2ccc3c(c2)CCC(=O)N3)cc1 (configuration not stated)
 : -10% | nt
CCOc1ccccc1NC(=O)CCc1c(C)nn(-c2ccc(N3CCOCC3)nn2)c1C
 : 0% | nt
O=C(CNS(=O)(=O)c1cccs1)N1CCN(c2cccc(C(F)(F)F)c2)CC1
 : -4% | nt
COc1ccc(OC)c(NC(=O)CCc2c(C)nc3c(c(C)nn3C(C)(C)C)c2C)c1
 : 9% | nt
COc1cccc(OCC(=O)NC2CC(=O)N(c3ccc4c(c3)OCCO4)C2)c1 (configuration not stated)
 : 2% | nt
CC1=C(C(=O)OC2CCCCCC2)C(c2cccc(Cl)c2)CC(=O)N1 (configuration not stated)
 : -26% | nt
CCCCN1CC(N2CCN(Cc3ccccc3)CC2)CS1(=O)=O (configuration not stated)
 : 9% | nt
CC(=O)Nc1c(C(=O)Nc2ccccc2F)oc2ccccc12
 : 9% | nt
COc1ccc(CCNC(=O)c2ccc3c(c2)N(Cc2ccccc2)C(=O)c2ccccc2S3=O)cc1OC (configuration not stated)
 : -3% | nt
CC(C)C1C(=O)N(Cc2cn(CCC3OCCO3)nn2)CCS(=O)(=O)N1Cc1ccc(-c2ccc(F)cc2Cl)cc1 (configuration not stated)
 : -52% | nt
COc1cc(OC)c(-c2nn3c(-c4cc(C)[nH]n4)nnc3s2)cc1OC
 : 0% | nt
c1ccc(-c2cc3nc(NCc4cccs4)nc(NCc4ccc5occc5c4)c3s2)cc1
 : -63% | nt
CCCc1nc2c(C)cc(Br)cn2c1Cc1ccc(OC)cc1C
 : 0% | nt
Nc1c(Br)cc(/C=C2\C=Cc3ccccc32)cc1Br
 : -4% | nt
COc1ccc(-c2csc(C(C)(O)c3ccc(F)c(F)c3)n2)cc1OC (configuration not stated)
 : -9% | nt
O=C(NCCc1ccc(Cl)cc1)c1ccc2c(c1)N(Cc1ccc(Cl)cc1)C(=O)CS2
 : -66% | nt
CCOC(=O)c1cccc(NC(=O)c2ncoc2-c2ccco2)c1
 : 0% | nt
COc1ccccc1OCCCN1CCC(C(O)(c2ccccc2)c2ccccc2)CC1
 : -12% | nt
Cc1ccc(C)c(NC(=O)Cn2c(=O)n(CCC(C)C)c(=O)c3cccnc32)c1
 : -1% | nt
COc1ccc(S(=O)(=O)n2c(N)nc3ccccc32)cc1
 : 21% | nt
CC(=O)Nc1cc(-c2ccncc2)cn2c(-c3ccccc3)cnc12
 : -19% | nt
O=C(CCNS(=O)(=O)c1ccc2c(c1)CCCC(=O)N2)NCc1ccccc1Cl
 : -10% | nt
CC1=C(C(=O)N2CCOCC2)CC(CC(=O)NCc2cccs2)C(=O)N1CCCN1CCCC1=O (configuration not stated)
 : 17% | nt
CC(O)(c1cccnc1)c1nc(-c2ccc(S(C)(=O)=O)cc2)cs1 (configuration not stated)
 : 13% | nt
CCc1ccccc1Oc1nc(NCc2ccccc2)nc2ccsc12
 : -18% | nt
O=C(Nc1ccc2c(c1)OCCO2)C(CCc1ccccc1)N1CCN(c2ccc(F)cc2)CC1 (configuration not stated)
 : -8% | nt
CCOc1ccccc1NC(=O)CN(C)S(=O)(=O)c1ccc(C(=O)N2CCOCC2)s1
 : 16% | nt
O=C1CSC2(C(=O)N(Cc3ccccc3F)c3ccccc32)N1c1ccc(F)cc1 (configuration not stated)
 : -19% | nt
CC(=O)N1c2ccc(S(=O)(=O)N3CCCCCC3)cc2CC1C(=O)NC(C)C (configuration not stated)
 : 4% | nt
Cc1cccc(C)c1-n1nnnc1C1(C)CCC(=O)N1CCc1ccccc1F (configuration not stated)
 : 6% | nt
CCCN1CNc2c(c(=O)[nH]c(=S)n2CCc2ccc(C)cc2C)C1
 : 6% | nt
Cc1ccc(N2C(=O)C(CC(=O)Nc3cccc(F)c3)N(CCc3ccccc3F)C2=O)cc1 (configuration not stated)
 : -12% | nt
CCOC(=O)c1ccc(NC(=O)Nc2cc3c(cc2N2CCCCC2)n(CC)c(=O)n3CC)cc1
 : -67% | nt
CC1=C(C(=O)Nc2cccnc2)C(c2ccccc2)n2nc(SCc3ccccc3Cl)nc2N1 (configuration not stated)
 : 1% | nt
O=C(O)CCC(=O)c1ccc(C2CCCCCC2)cc1
 : 68% | nt
Fc1ccc2c(c1)-c1nc(-c3ccccc3)cc(-c3ccccc3)c1CO2
 : 10% | nt
O=C(Oc1ccccc1)c1cc(O)c(O)c(O)c1
 : 2% | nt
Cc1ccc2oc3c(c(=O)c2c1)C(c1cccc(O)c1)N(CCCN1CCOCC1)C3=O (configuration not stated)
 : -41% | nt
CN1CCOc2cc(S(=O)(=O)N3CCN(c4nc(-c5cccs5)nc5ccccc45)CC3)ccc21
 : 20% | nt
COc1ccc(-c2cc3nc(NCC4CCCCC4)n(C)c(=O)c3s2)cc1OC
 : -44% | nt
COc1cccc(CN2C(=O)c3ccccc3Sc3ccc(C(=O)NCc4ccccc4)cc32)c1
 : -16% | nt
CN(C)c1cccc(NC(=O)C2Cc3c(-c4ccccc4Oc4ccccc4)ccnc3O2)c1 (configuration not stated)
 : -29% | nt
COc1ccccc1Cc1c(-c2ccc(C)cc2)nc2ccc(Br)cn12
 : ? | nt

# More entries:
# Sequence of screens – BRCA1 expr up | MLL CXXC-DNA inh
COc1ccc(C(O)c2nc(-c3cccc(C(=O)O)c3)cs2)cc1 (configuration not stated)
 : 90% | nt
CCOC(=O)c1c(NC(=O)/C=C/c2ccc(OCC)cc2)sc2c1CCCC2
 : -5% | nt
OC1c2c(F)cccc2N=C2CCCCCN21 (configuration not stated)
 : 4% | nt
O=C(COc1ccc2oc3c(c2c1)CCCC3)Nc1ccc(Cl)cc1
 : 11% | nt
COc1ccc(-n2c(=O)c3c(c4cc(OC)ccc4n3C)n(Cc3cc(C)ccc3C)c2=O)cc1
 : 7% | nt
O=C(NC(c1ccc(Cl)cc1)c1ccccn1)C1CCN(CCOc2ccc(Cl)cc2Cl)CC1 (configuration not stated)
 : -20% | nt
CCOC(=O)c1ccc(NC(=O)C(C)Sc2nc(=O)cc(N)n2CCc2ccccc2)cc1 (configuration not stated)
 : -19% | nt
Cc1ccccc1OC1(C)CCN(Cc2ccc(-c3ccccn3)cc2)C1 (configuration not stated)
 : -8% | nt
COc1ccc(C(C)(O)c2nc(/C=C/c3ccccc3)cs2)cc1 (configuration not stated)
 : -2% | nt
CCOCCCn1c(SCC(=O)Nc2ccccc2Cl)nc2c(oc3ccccc32)c1=O
 : 6% | nt
COc1ccc(CN2C(=O)CCC2(C)c2nnnn2-c2c(C)cccc2C)cc1OC (configuration not stated)
 : -6% | nt
c1ccc2c(c1)ccn1c(Cc3ccsc3)c(C3CCCCC3)nc21
 : -41% | nt
COc1ccc(NC(=O)c2oc3ccccc3c2NC(=O)C23CC4CC(CC(C4)C2)C3)c(OC)c1
 : 7% | nt
COc1ccc(CC(N)c2csc(NC(=O)c3cc(C(C)(C)C)oc3C)n2)cc1 (configuration not stated)
 : -5% | nt
CCN1CCN(C(=O)c2ccc3c(c2)N(Cc2ccc(Cl)cc2)C(=O)c2ccccc2S3(=O)=O)CC1
 : -11% | nt

# Overlap with the part before: 5 compounds, followed by the next part.
# Sequence of screens – BRCA1 expr up | MLL CXXC-DNA inh
COc1ccc(CN2C(=O)CCC2(C)c2nnnn2-c2c(C)cccc2C)cc1OC (configuration not stated)
 : -6% | nt
c1ccc2c(c1)ccn1c(Cc3ccsc3)c(C3CCCCC3)nc21
 : -41% | nt
COc1ccc(NC(=O)c2oc3ccccc3c2NC(=O)C23CC4CC(CC(C4)C2)C3)c(OC)c1
 : 7% | nt
COc1ccc(CC(N)c2csc(NC(=O)c3cc(C(C)(C)C)oc3C)n2)cc1 (configuration not stated)
 : -5% | nt
CCN1CCN(C(=O)c2ccc3c(c2)N(Cc2ccc(Cl)cc2)C(=O)c2ccccc2S3(=O)=O)CC1
 : -11% | nt
COc1cccc(CNC(=O)CCS(=O)(=O)c2cc3c4c(c2)CCN4C(=O)CC3)c1
 : 15% | nt
COCCCn1c(=N)c(C(=O)NC2CCCC2)cc2c(=O)n3cccc(C)c3nc21
 : 3% | nt
CCc1ccc(-c2cc3c(N4CCN(c5ccccc5)CC4)nccn3n2)cc1
 : ? | nt
CSCCNC(=O)C1(C)CCN1C(=O)c1cc(C)n(C)n1 (configuration not stated)
 : 2% | nt
O=C1COc2ccc(-c3cc(-c4ccc(Cl)cc4)c4c(n3)-c3ccccc3OC4)cc2N1
 : 1% | nt
CCCC(=O)N1CCCC(c2cc(C(=O)Nc3ccc4c(c3)OCO4)no2)C1 (configuration not stated)
 : ? | nt
COc1ccc(NC(=O)c2nc3nc(C)cc(C(F)F)n3n2)c(C)c1
 : 25% | nt
CC1(C(=O)Nc2ccc(F)cc2F)CCN1C(=O)Cc1ccc(Cl)cc1Cl (configuration not stated)
 : 5% | nt
Cc1cccc(OCc2nc(C#N)c(NCc3ccccc3Cl)o2)c1
 : 64% | nt
CN1CCN(c2ccc(CNC(=O)C3Cc4c(-c5ccc6c(c5)OCO6)ccnc4O3)cc2)CC1 (configuration not stated)
 : 10% | nt
CC(=O)c1cccc(NC(=O)CN2C(=O)CCc3cc(S(=O)(=O)N4CCCCC4)ccc32)c1
 : 0% | nt
Cc1ccc(C)c(Cn2c(=O)n(-c3ccc(F)cc3)c(=O)c3sc4ccccc4c32)c1
 : 20% | nt
CCCCNC(=O)C1(C)CCN1C(=O)c1cc(F)ccc1C (configuration not stated)
 : 8% | nt
COc1cccc(NC(=O)c2oc3ccccc3c2NC(=O)COc2ccccc2C)c1
 : -11% | nt
C=CCNc1nc(NCc2ccc(NC(C)=O)cc2)c2sc(-c3ccccc3)cc2n1
 : -37% | nt
Cc1cccc(OCC(=O)Nc2ccc3nc(Nc4cccc(C(F)(F)F)c4)cc(C)c3c2)c1
 : 0% | nt
CCCSCCCNC(=O)C1CCCN(C(=O)c2cnn(-c3ccccc3)c2-n2cccc2)C1 (configuration not stated)
 : 2% | nt
Cc1cc(-n2ccnc(NCCc3ccc(S(N)(=O)=O)cc3)c2=O)ccc1Br
 : -9% | nt
COC(=O)c1ccc(C(=O)N2CCCCCC2(C)C(=O)NC(C)C)cc1 (configuration not stated)
 : -2% | nt
CCNC(=O)C1(C)CCCN1C(=O)c1c(F)cccc1F (configuration not stated)
 : 8% | nt
COc1ccc(-c2oc3c(c2C#CC(C)(C)O)C(OCCO)CC3)cc1 (configuration not stated)
 : 25% | nt
CC1CCN(c2nc3ccc(C(=O)NC(C)C)cc3s2)CC1
 : -41% | nt
COC(=O)c1cc(NC(=O)Cn2nc(-c3ccccc3)c3c(c2=O)CCCC3)cc(C(=O)OC)c1
 : 0% | nt
CC(C)(C)c1ccc(S(=O)(=O)NC(=O)C2(C)CCN2C(=O)Cc2cccc3ccccc23)cc1 (configuration not stated)
 : 2% | nt
OCC1OC(n2cnc3c(=S)nc[nH]c32)C(O)C1O (configuration not stated)
 : -53%&-45% | 7%
